SENP8 block-1 – inhibitors of human SENP8 protease. Q96LD8. recombinant SENP8, Nedd8 substrate fluorescence. inhibition, % at 20 µM. 0.64% of 360,000 active. AID 602440; in the data active means inhibition mostly above about 40%, no sharp cut-off; inactive means mostly below about 27%
Target sequence (Q96LD8 whole entry, looked up): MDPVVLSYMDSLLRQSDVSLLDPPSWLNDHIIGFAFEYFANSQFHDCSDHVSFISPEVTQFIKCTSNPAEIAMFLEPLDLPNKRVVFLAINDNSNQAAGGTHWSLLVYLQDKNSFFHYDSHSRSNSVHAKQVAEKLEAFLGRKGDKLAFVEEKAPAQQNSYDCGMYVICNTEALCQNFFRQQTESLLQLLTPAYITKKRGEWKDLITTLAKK
SENP1 inh – inhibitors of human SENP1 SUMO protease catalytic domain | Q9P0U3 | recombinant SENP1 catalytic domain, CyPet-SUMO1-YPet FRET cleavage | inhibition, % at 10 µM | 0.21% of 360,000 active;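 active means inhibition at least 30% at 10 µM, raw YFP signal under a set limit, fluorescence ratio 0.5 to 1.5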;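 further: 0% = enzyme with DMSO and 100% = no enzyme wells; some results filed as inactive read as strong as hits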
Target sequence (Q9P0U3 419-644 limits assumed): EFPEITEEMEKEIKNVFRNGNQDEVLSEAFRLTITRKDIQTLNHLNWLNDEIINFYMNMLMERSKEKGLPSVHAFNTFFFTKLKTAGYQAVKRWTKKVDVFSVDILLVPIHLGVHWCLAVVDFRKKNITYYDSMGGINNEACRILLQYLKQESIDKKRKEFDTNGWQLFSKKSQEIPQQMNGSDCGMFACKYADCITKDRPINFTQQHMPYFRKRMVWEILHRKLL
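System: Recombinant human SENP1 catalytic domain, His6-tagged | Incubation: Enzyme reaction for 50 min at room temperature, dark | Medium: Tris pH 8 with BME, BSA, NP40 and catalase | Also added: 25 nM SUMO1 FRET substrate | Compound: 10 µM single point, 0.5% DMSO | Measured by: FRET fluorescence in CFP and YFP emission channels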
SENP8 block-2 – blocks the human protease SENP8. Q96LD8. purified SENP8, Z-RLRGG-aminoluciferin cleavage, luminescence. inhibition, % at 10 µM. 1.2% of 330,000 active. AID 2540; in the data active means inhibition above about 50%
beta cell repl – induces beta-cell replication in MIN6 cells; MIN6 cells proliferation, ATPlite luminescence, 48 h; cells starved in 0.2% serum; 100% = growth in 10% serum; proliferation, % at 10 µM; 0.29% of 330,000 active; AID 2380;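 active means compounds whose signal lies at least 3.5 SD above the mean of all wells on their plate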;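 further: 0% = DMSO-treated cells in low-serum medium and 100% = 10% serum control; some compounds called inactive have numbers as strong as hits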
UBC13 polyUb – inhibitors of human UBC13 polyubiquitin chain formation; P61088; TR-FRET; inhibition, % at 20 µM; 0.47% of 330,000 active; AID 485273; in the data active means inhibition above about 45%, passing the limit was not always enough
Target sequence (P61088 whole entry, looked up): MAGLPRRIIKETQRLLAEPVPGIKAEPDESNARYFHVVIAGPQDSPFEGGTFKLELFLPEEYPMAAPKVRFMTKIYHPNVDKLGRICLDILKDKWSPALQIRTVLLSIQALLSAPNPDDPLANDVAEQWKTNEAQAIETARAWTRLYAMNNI
SENP7 block – blocks the human protease SENP7. 1.5% of 330,000 active. inhibition, % at 5 µM. recombinant SENP7, Z-RLRGG-aminoluciferin luminescence, 40 min. Q9BQF6;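 active means inhibition above about 50% at the single test dose, limit read from the data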;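 further: plate controls were DMSO with enzyme for no effect and no enzyme buffer wells for full effect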
Target sequence (Q9BQF6 706-1050 limits assumed): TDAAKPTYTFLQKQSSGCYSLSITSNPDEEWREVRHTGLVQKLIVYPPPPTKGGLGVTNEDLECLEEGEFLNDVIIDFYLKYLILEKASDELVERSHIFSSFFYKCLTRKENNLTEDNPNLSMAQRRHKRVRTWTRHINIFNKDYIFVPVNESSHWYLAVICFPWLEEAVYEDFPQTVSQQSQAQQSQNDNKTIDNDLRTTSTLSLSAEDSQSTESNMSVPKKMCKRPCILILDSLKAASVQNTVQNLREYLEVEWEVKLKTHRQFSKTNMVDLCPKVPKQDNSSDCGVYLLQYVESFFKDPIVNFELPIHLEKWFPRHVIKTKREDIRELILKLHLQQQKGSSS
SENP6 inh – blocks the human protease SENP6. 1.8% of 330,000 active. Recombinant SENP6 catalytic domain, aminoluciferin luminescence. Q9GZR1. inhibition, % at 10 µM;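 active means inhibition above about 50% at the single tested dose, limit read from the data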;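 further: plate controls were DMSO wells with enzyme for no effect and DMSO wells lacking enzyme for full effect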
PfGluPho inh – PfG6PD (Plasmodium falciparum) enzyme inhibition. PfGluPho enzyme, NADPH resazurin-diaphorase fluorescence. inhibition, % at 20 µM. 0.78% of 350,000 active. AID 504690;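 active means inhibition reaching at least a set limit at 20 µM in the primary screen, cut at about 59% in these data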;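 further: 0% = DMSO wells with substrate and 100% = DMSO wells lacking glucose-6-phosphate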
HKDC1 inhibitor – inhibitors of human hexokinase HKDC1; inhibition, % at 20 µM; recombinant HKDC1, G6PDH/diaphorase resazurin coupled fluorescence; 0.16% of 340,000 active; Q2TB90; AID 493160;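 active means inhibition above about 35% when tested at 20 µM, limit read from the data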;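 further: plate controls were DMSO wells with enzyme for no effect and DMSO wells lacking enzyme for full effect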
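Incubation: 90 min at room temperature in dark / Material: recombinant HKDC1 (HK5) hexokinase enzyme, produced in-house / Quantity: enzyme 5 µg/mL final / Compound: one dose of 20 µM, 1% DMSO / Reagent: glucose and ATP substrates / Buffer or medium: Tris pH 8.0 buffer with MgCl2, Tween-20, BSA, BME / Technique: resorufin fluorescence at 613 nm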
* marks the source's active call; other numbers are inactive results; . = not tested or not shown.

SMILES	SENP8 block-1	SENP1 inh	SENP8 block-2	beta cell repl	UBC13 polyUb	SENP7 block	SENP6 inh	PfGluPho inh	HKDC1 inhibitor
O=C(O)CCC(=O)Nc1ccc(N2CCCCCC2)cc1	24	6	4	-3	-4	5	4	6	3
COC(=O)c1ccccc1N1CCS(=O)(=O)CC1	-50	3	-1	-1	17	-6	-4	2	-5
CC(Sc1nc2c(c(=O)[nH]1)CCCC2)C(=O)Nc1ccc(S(N)(=O)=O)cc1 (stereo not drawn)	7	1	-2	1	2	9	10	14	9
CC12CCC(=O)N1C(C(=O)NCCN1C(=O)S/C(=C\c3ccc(OC(F)F)cc3)C1=O)CS2 (stereo not drawn)	3	1	-4	-5	-4	-11	-16	5	0
O=C(O)CCc1nc2cc3ccccc3cc2[nH]1	-54	-3	-12	0	0	1	-5	-12	10
N#CCCN(C(=O)COC(=O)c1ccc(S(=O)(=O)N2CCCCCC2)cc1)c1ccccc1	4	1	8	-3	9	-5	-2	1	0
CS(=O)(=O)N(CC(=O)N1CCc2ccccc2C1)c1cccc(Br)c1	17	1	-3	0	4	-2	-10	13	-2
CC(C)CCN1NC2(CCCC(C)C2)NC1=S (stereo not drawn)	11	3	-10	0	-2	-8	-13	8	-6
CC(C)Cn1c(-c2ccc(Cl)cc2)cnc1SCC(=O)N1CCOCC1	12	-2	-4	-3	5	-1	-14	-4	-7
O=C(CNC(=O)OCc1ccccc1)NC1CCCCCC1	22	3	-5	-3	0	-1	3	1	-6
c1ccc(CC2CCN(c3ncnc4sccc34)CC2)cc1	-26	-71	.	.	.	.	.	-1	-1
NC(=O)C1CCN(c2nc(-c3ccc4occc(=O)c4c3)cs2)CC1	-24	-3	6	-1	1	7	-3	16	-6
CS(=O)(=O)N1CCC(C(=O)Nc2cc(Cl)c(Cl)cc2Cl)CC1	13	1	-5	-2	-9	6	12	9	-5
CC1Cc2ccccc2N1C(=S)NC(=O)c1ccc(Cl)cc1Cl (stereo not drawn)	4	-3	2	0	10	-2	0	-5	-3
Cc1cc(=O)[nH]c2c(C)cc(S(=O)(=O)Nc3ccc(O)cc3)cc12	10	1	-1	-1	-7	-8	8	-5	7
CCC(Oc1ccccc1)C(=O)N1CCN(CC)CC1 (stereo not drawn)	16	2	-5	-1	9	-2	1	-11	-4
Nc1nc(C2CC2)c(Sc2sc(N)nc2C2CC2)s1	22	3	1	-2	1	3	18	35	3
CCOC(=O)c1ccc(NC(=O)C2(c3ccc(OC)cc3)CCCC2)cc1	13	2	-6	-3	6	-2	-15	20	5
CC1O[C@@H](OC2C(O)C(C)O[C@H](OC(=O)[C@]34CCC(C)(C)C[C@H]3C3=CCC5[C@@]6(C)CC(O)C(O[C@@H]7OC(CO)C(O)[C@@H](O)[C@@H]7O)[C@@](C)(C(=O)O)C6CC[C@@]5(C)[C@]3(CO)CC4)C2O[C@H]2OC(C)[C@@H](O[C@@H]3OCC(O[C@@H]4OC(CO)C(O)[C@H](O)C4O)[C@@H](O)[C@@H]3O)[C@H](O)C2O)C(O)C(O)C1O (stereo partly drawn)	20	2	6	-1	1	4	8	7	-1
O=C(CCc1ccccc1)NC(=S)Nc1cccc(Br)c1	-1	-1	-4	-3	1	1	0	14	-2

Part of the list above in order of formula weight, lowest first.
SMILES	SENP8 block-1	SENP1 inh	SENP8 block-2	beta cell repl	UBC13 polyUb	SENP7 block	SENP6 inh	PfGluPho inh	HKDC1 inhibitor
O=C(O)CCc1nc2cc3ccccc3cc2[nH]1	-54	-3	-12	0	0	1	-5	-12	10
CC(C)CCN1NC2(CCCC(C)C2)NC1=S (stereo not drawn)	11	3	-10	0	-2	-8	-13	8	-6
CCC(Oc1ccccc1)C(=O)N1CCN(CC)CC1 (stereo not drawn)	16	2	-5	-1	9	-2	1	-11	-4
Nc1nc(C2CC2)c(Sc2sc(N)nc2C2CC2)s1	22	3	1	-2	1	3	18	35	3
Cc1cc(=O)[nH]c2c(C)cc(S(=O)(=O)Nc3ccc(O)cc3)cc12	10	1	-1	-1	-7	-8	8	-5	7
NC(=O)C1CCN(c2nc(-c3ccc4occc(=O)c4c3)cs2)CC1	-24	-3	6	-1	1	7	-3	16	-6
CC1Cc2ccccc2N1C(=S)NC(=O)c1ccc(Cl)cc1Cl (stereo not drawn)	4	-3	2	0	10	-2	0	-5	-3
CCOC(=O)c1ccc(NC(=O)C2(c3ccc(OC)cc3)CCCC2)cc1	13	2	-6	-3	6	-2	-15	20	5
CS(=O)(=O)N1CCC(C(=O)Nc2cc(Cl)c(Cl)cc2Cl)CC1	13	1	-5	-2	-9	6	12	9	-5
CC(C)Cn1c(-c2ccc(Cl)cc2)cnc1SCC(=O)N1CCOCC1	12	-2	-4	-3	5	-1	-14	-4	-7
CS(=O)(=O)N(CC(=O)N1CCc2ccccc2C1)c1cccc(Br)c1	17	1	-3	0	4	-2	-10	13	-2
N#CCCN(C(=O)COC(=O)c1ccc(S(=O)(=O)N2CCCCCC2)cc1)c1ccccc1	4	1	8	-3	9	-5	-2	1	0
CC1O[C@@H](OC2C(O)C(C)O[C@H](OC(=O)[C@]34CCC(C)(C)C[C@H]3C3=CCC5[C@@]6(C)CC(O)C(O[C@@H]7OC(CO)C(O)[C@@H](O)[C@@H]7O)[C@@](C)(C(=O)O)C6CC[C@@]5(C)[C@]3(CO)CC4)C2O[C@H]2OC(C)[C@@H](O[C@@H]3OCC(O[C@@H]4OC(CO)C(O)[C@H](O)C4O)[C@@H](O)[C@@H]3O)[C@H](O)C2O)C(O)C(O)C1O (stereo partly drawn)	20	2	6	-1	1	4	8	7	-1

Remaining list, next part
SMILES	SENP8 block-1	SENP1 inh	SENP8 block-2	beta cell repl	UBC13 polyUb	SENP7 block	SENP6 inh	PfGluPho inh	HKDC1 inhibitor
CCCNC(=O)Nc1ccc2c(c1)nc(C)n2C	12	1	10	-1	2	0	-9	-11	2
O=C(NCC1COc2ccccc2O1)c1cccc(S(=O)(=O)N2CCOCC2)c1 (stereo not drawn)	0	3	-9	-2	-3	-8	-21	-6	3
CC(C)CC1NC(=O)N(CC(=O)N2CCN(S(=O)(=O)c3ccccc3)CC2)C1=O (stereo not drawn)	21	1	1	-4	5	-3	-18	-22	-5
CCCc1[nH]nc2c1C(c1cccnc1)C(C#N)=C(N)O2 (stereo not drawn)	14	-1	9	-3	5	0	9	-1	3
Cc1ccc(OCC(=O)Nc2ccc(O)c(-c3nc4ccccc4o3)c2)cc1	-199	1	5	-4	32	4	-6	-17	-2
Cc1ccc(S(=O)(=O)n2ccnc2)cc1C	6	2	6	-2	-3	6	-9	-1	-5
S=C(NCCOCCOCCNC(=S)Nc1ccccc1)Nc1ccccc1	0	0	1	-2	-8	-6	5	14	-3
Cc1ccccc1NC(=O)Cn1c(=O)n(-c2ccc(CC(=O)NCC3CCCO3)cc2)c(=O)c2ccccc21 (stereo not drawn)	3	-1	0	-2	-3	0	-10	-5	-4
Cc1cc(C)n(-c2nc3ccccc3n3cnnc23)n1	10	0	-1	0	-13	7	-10	-20	-4
Cc1nc(N/N=C/c2cccc(F)c2)cc(N2CCOCC2)n1	4	3	-2	-4	-8	4	10	15	-3
Cc1ccc(NC(=O)C2COc3ccccc3O2)c(C)c1 (stereo not drawn)	0	1	-7	0	4	-4	-5	14	-3
OCCC1CN(CC2CCCCC2)CCN1CC1CCCCC1 (stereo not drawn)	6	2	2	-2	1	-1	1	-5	-5
COc1ccc(-n2nc(C(=O)NCC(=O)N3CCOCC3)c3ccccc3c2=O)c(OC)c1	4	1	4	0	0	3	-8	-5	3
CCc1ccccc1NC(=O)CCc1c(C)nn(-c2ccc(N3CCOCC3)nn2)c1C	-7	0	4	1	-15	-3	9	-8	2
COc1ccc(C2CC(C(F)(F)F)n3ncc(C(=O)O)c3N2)cc1OC (stereo not drawn)	9	1	-4	1	5	-4	7	5	5
Cc1c(N2C(=O)c3cccc4cccc(c34)C2=O)c(=O)n(-c2ccccc2)n1C	40	-2	1	4	-26	2	1	-6	-7
Cc1ccc(-n2c(=S)[nH]c3nc4c(cc3c2=O)COC(C)(C)C4)cc1	5	10	-5	0	8	-3	-4	11	-5
CC(C)c1ccc(OCCCCCN2CCOCC2)cc1	15	-1	-3	1	7	1	-14	11	-3
C/C(CC(=O)Nc1ccc(Cl)cc1Cl)=N\NC(N)=S	8	2	-3	-4	-2	-4	-19	-5	-5
COc1cccc(/C(C)=N/NC(=O)c2cc(-c3cccnc3)nc3ccccc23)c1	7	2	-3	0	-5	6	-8	-5	-7
Cc1ccc(N2CCN(C(=O)Nc3cccc([N+](=O)[O-])c3)CC2C)cc1 (stereo not drawn)	19	2	-1	-1	-34	-3	-22	-9	-4
COc1ccc(Cn2nnnc2C(c2ccccn2)N2CCN(c3cc(Cl)ccc3C)CC2)cc1 (stereo not drawn)	-5	-1	6	-4	-6	-3	-19	3	-10
Cc1nn2cc(-c3ccccc3)nc2[nH]c1=O	-497	7	38	2	2	24	72*	-9	-7
N#Cc1ccc(C2=CC(=O)C[C@H](c3ccc4c(c3)OCO4)C2)cc1	9	3	1	2	9	12	5	25	-3
N#Cc1nc(-c2ccc(OCc3ccccc3)cc2)oc1NCCN1CCOCC1	.	.	-12	2	9	-4	-8	.	.
C=CCCC1(C)C(=O)N(c2ccccc2)c2ccccc21 (stereo not drawn)	12	0	-2	2	-10	1	2	14	2
CCCN1CCN(C(=O)Cn2nc(C)n3c(cc4sccc43)c2=O)CC1	4	2	2	0	-7	3	9	2	-6
CCOC(=O)Cc1cnc(NC(=O)Cn2nnc(-c3ccc(OCC)cc3)n2)s1	18	1	-7	2	2	-7	-28	-12	-3
CCc1ccccc1-n1nnnc1-c1cnccc1C(F)(F)F	13	0	-4	0	0	-8	6	-7	-2
CCOc1ccc(C(=O)CN2CCN(S(=O)(=O)c3ccc(Br)cc3)CC2)cc1	15	1	1	0	2	5	-12	3	-1
C=C(C)CN(CC)C(=O)CCc1nnc(CCc2c[nH]c3ccccc23)o1	1	1	0	-1	2	-1	4	4	-10
CC(C)(C)OC(=O)N1CCCC(C(=O)Nc2cccc(C(=O)NCCCCc3ccccc3)c2)C1 (stereo not drawn)	-4	1	.	.	.	.	.	10	-2
O=S(=O)(c1cccc2ccccc12)n1nnc2ccccc21	.	.	4	3	5	1	7	-15	-1
Clc1ccccc1/C=C/c1nc(-c2ccccn2)no1	14	5	95*	-3	-2	100*	96*	8	-5
CCN(CC)CCCn1c2c(c(SCC(=O)Nc3cc(OC)cc(OC)c3)nc1=O)CCC2	-4	3	3	-2	6	-14	-3	-6	-6
Cc1ccc(Cl)c(NC(=O)COC(=O)CNS(=O)(=O)/C=C/c2ccccc2)c1Cl	3	-4	1	-2	14	5	-9	-2	-8
Cc1cc(-c2ccccc2)nc(SCc2ccc(C(=O)O)cc2)n1	2	-3	-4	0	1	-3	-35	-31	-1
